IL1B NFkB inh: inhibitors of IL-1B driven NFkB p65 nuclear import, primary screen, imaging, HUVEC, IL-1B stimulus, high-content imaging | 94,000 compounds, 0.43% hits | HUVEC IL-1B NFkB p65 nuclear translocation imaging | inhibition, % at 2 µM;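 active = inhibition above about 30% together with a positive call from visual inspection of the well image, limit read from the data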;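 note: nuclear over cytoplasmic p65 intensity ratio measured by imaging; 0% = IL-1B stimulated DMSO wells and 100% = unstimulated DMSO wells; values of inactives mirror those of a sister screen read the other way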
IL1B NFkB pot: enhancers of NFkB p65 translocation in HUVEC – imaging, IL-1B stimulus, high-content imaging, primary screen; AID 819, 2007; HUVEC IL-1B NFkB p65 nuclear translocation imaging; activation, % at 2 µM; 94,000 compounds, 0.3% hits;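 active = activation above 40%, about the mean plus 3 SD, also judged a hit on visual image review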;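 note: percent activation is computed from the nuclear over cytoplasmic p65 intensity ratio; values of inactives mirror those of a sister screen read the other way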
PLAP inhibition: PLAP enzyme inhibitors, biochemical, luminescence, HTS (AID 690); 96,000 compounds, 0.08% hits; purified PLAP, luminescent substrate; higher % means a stronger effect; inhibition, % at 20 µM, or IC50 in µM where a hit was titrated; Alkaline phosphatase, placental type (Homo sapiens); in the data active = a potency from the dose series; inactive = the rest, 99 in 100 with inhibition below about 30%; note: strong numbers were not always called active
MRP resist rev: reversal of MRP1-mediated doxorubicin resistance, primary screen, H69AR cells, doxorubicin co-treatment | 85,000 compounds, 0.04% hits | differential viability (reversal), % at 10 µM | H69AR cells + 2 uM doxorubicin, CellTiter-Glo, 72 h;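 active = viability drop by adding the cancer drug above about 55%, with treated viability meeting a 40% cutoff, limit read from the data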;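 note: viability without doxorubicin minus viability with 2 µM doxorubicin for each compound; larger differential means the compound sensitizes cells more to doxorubicin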
Bcl-B TR3 displacers: displacers of TR3 peptide from Bcl-B, primary screen, selectivity assay for Bfl-1 inhibitor project, biochemical, fluorescence polarization. 96,000 compounds, 0.11% hits. FP displacement of FITC-TR3 peptide from Bcl-B; higher % means a stronger effect. AID 748, 2007. Bcl-2-like protein 10 (Homo sapiens). displacement, % at 20 µM; hits with a dose series show IC50 in µM;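 active = displacement above 50% at 20 µM plus a fluorescence interference ratio under 1.5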;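 note: plate controls were wells without compound for no effect and wells lacking Bcl-B protein for full effect; a part of the inactive calls stands beside numbers as strong as those of hits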
MRP resist rev cytotoxicity: recorded beside MRP resist rev, whose call it bears; viability, %; H69AR cells, CellTiter-Glo, 72 h; measured here: cytotoxicity without doxorubicin
MRP resist rev with doxorubicin: second read-out of MRP resist rev, no call of its own (marks repeat the call); viability, %; measured here: viability with 2 uM doxorubicin; hits give low values
IL1B NFkB inh cell count 2 µM: recorded beside IL1B NFkB inh, whose call it bears; cell count; measured here: cells passing quality filter;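 raw number of nuclei counted in each imaged well without normalization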
IL1B NFkB pot cell count 2 µM: second read-out of IL1B NFkB pot, no call of its own (marks repeat the call); cell count; measured here: cells passing quality filter
* = called active by the depositor; . = not tested or not shown.

1	Cc1ccc(OCC(=O)Nc2cccc(-c3nnc(-c4ccccc4)o3)c2)c(C)c1
2	COC(=O)Nc1nnc(SCc2ccc(C)cc2)s1
3	Cc1ccc(-c2cc(C(=O)N3CCN(c4ccc(F)cc4)CC3)c3ccccc3n2)o1
4	O=C(Nc1ccccc1Sc1ccccc1)C1CCCO1 (stereo unspecified)
5	Cc1nc(-c2ccccc2)sc1C(=O)CSc1ccc(Cl)cc1
6	Cc1ccc2c(C)nc(Nc3ncc4c(n3)CCCC4=O)nc2c1
screen / no.,1,2,3,4,5,6
IL1B NFkB pot cell count 2 µM,134,160,72,107,117,150
IL1B NFkB inh cell count 2 µM,134,160,72,107,117,150
IL1B NFkB pot,11,-4,6,-3,-10,0
MRP resist rev with doxorubicin,69,86,.,89,.,85
PLAP inhibition,.,.,-36%,-5%,3%,.
MRP resist rev,-26,10,.,14,.,8
Bcl-B TR3 displacers,.,.,16%,-2%,2%,.
IL1B NFkB inh,-11,4,-6,3,10,0
MRP resist rev cytotoxicity,43,96,.,103,.,92

7	c1ccc2[nH]c(SCc3ccc(-c4nnco4)cc3)nc2c1
8	Brc1ccc2c(c1)CNc1c(ncnc1N1CCOCC1)O2
9	CCC(CC)C(=O)NCc1ccccc1OC
10	CCc1ccc(Nc2nnc(SCn3nnc4ccccc4c3=O)s2)cc1
11	Cc1sc2nc(C3CC3)nc(SCC(=O)N3c4ccccc4CC3C)c2c1C (stereo unspecified)
12	Cc1cccc(Cn2nnc3c2C(=O)c2ccccc2C3=O)c1
screen / no.,7,8,9,10,11,12
IL1B NFkB pot cell count 2 µM,187,.,159,186,121,109
IL1B NFkB inh cell count 2 µM,187,.,159,186,121,109
IL1B NFkB pot,8,.,19,-2,26,-2
MRP resist rev with doxorubicin,88,82,91,77,.,27
PLAP inhibition,-99%,-9%,16%,-8%,12%,.
MRP resist rev,20,15,3,3,.,-14
Bcl-B TR3 displacers,-1%,-8%,-16%,-6%,-31%,.
IL1B NFkB inh,-8,.,-18,2,-26,2
MRP resist rev cytotoxicity,107,96,95,80,.,13

13	COc1cc(/C=N/NC(=O)c2cncc(Br)c2)ccc1OC(=O)c1ccc2c(c1)OCO2
14	O=C(c1cc(Cl)nc2ccccc12)N1CCCCC1
15	COc1cccc(-n2nnc3c(=O)n(Cc4ccccc4Cl)cnc32)c1
16	O=C(O)CN(c1ccccc1)C1SC(=O)NC1=O (stereo unspecified)
17	CC1=C(C(=O)OC(C)C)C(c2cccc(F)c2)n2ncnc2N1 (stereo unspecified)
18	O=C(CCS(=O)(=O)c1cccs1)Nc1ccc(C(=O)NCc2cccs2)cc1
screen / no.,13,14,15,16,17,18
IL1B NFkB pot cell count 2 µM,105,159,94,63,64,109
IL1B NFkB inh cell count 2 µM,105,159,94,63,64,109
IL1B NFkB pot,1,-3,-11,2,-1,-10
MRP resist rev with doxorubicin,.,.,85,93,82,79
PLAP inhibition,-18%,19%,.,11%,-1%,1%
MRP resist rev,.,.,2,-4,10,2
Bcl-B TR3 displacers,-7%,-12%,.,-2%,2%,1%
IL1B NFkB inh,-1,3,11,-2,0,10
MRP resist rev cytotoxicity,.,.,87,90,92,81

19	COC(=O)c1c(-c2cccs2)csc1NC(=O)CSc1ncnc2sc(C)c(C)c12
20	Cc1nn(-c2ccccc2)c(C)c1C(=O)Nc1nnc(-c2ccco2)o1
21	O=C(CC1NC(=O)NC1=O)Nc1ccc(Cl)cc1 (stereo unspecified)
22	CCOC(=O)C(NCc1ccc2c(c1)OCO2)(NC(=O)c1ccccc1)C(F)(F)F (stereo unspecified)
23	O=C(Cn1cccc1)NC1CCCCCC1
24	O=C1CCc2cc(S(=O)(=O)N3CCCC3C(=O)N3CCN(c4ccccc4F)CC3)ccc2N1 (stereo unspecified)
screen / no.,19,20,21,22,23,24
IL1B NFkB pot cell count 2 µM,164,131,141,154,124,193
IL1B NFkB inh cell count 2 µM,164,131,141,154,124,193
IL1B NFkB pot,10,7,4,-5,4,34
MRP resist rev with doxorubicin,.,76,110,93,98,89
PLAP inhibition,-21%,-52%,-18%,15%,9%,1%
MRP resist rev,.,-33,-11,-15,-12,3
Bcl-B TR3 displacers,-1%,-5%,3%,-9%,-7%,-15%
IL1B NFkB inh,-10,-7,-4,5,-4,-34
MRP resist rev cytotoxicity,.,43,100,78,86,92

25	CCN(CC(=O)NC1CCS(=O)(=O)C1)c1nc(-c2cccnc2)nc2ccccc12 (stereo unspecified)
26	O=C(Cn1c(=O)sc2ccccc21)Nc1ccc2c(c1)OCCO2
27	N#Cc1c(N)nc2c(c1-c1ccc3c(c1)OCO3)CCCCCC2
28	Cn1nc(-c2ccc(Cl)cc2)c2cc(C(=O)NCc3ccco3)sc21
29	Cc1cc(F)c(F)c(C(=O)NC2CC2)c1Cl
30	Cc1ccc(NC(=S)NC(=O)c2c(-c3ccccc3Cl)noc2C)cc1
screen / no.,25,26,27,28,29,30
IL1B NFkB pot cell count 2 µM,173,135,.,184,155,211
IL1B NFkB inh cell count 2 µM,173,135,.,184,155,211
IL1B NFkB pot,6,4,.,-10,-12,4
MRP resist rev with doxorubicin,68,76,69,76,102,.
PLAP inhibition,-6%,14%,26%,16%,6%,-17%
MRP resist rev,21,15,-2,-8,2,.
Bcl-B TR3 displacers,-41%,-1%,4%,-1%,4%,-6%
IL1B NFkB inh,-6,-4,.,10,12,-4
MRP resist rev cytotoxicity,90,91,67,68,104,.

31	COC(=O)c1nn(-c2ccc(Cl)cc2)c(=O)cc1Sc1ccccn1
32	CCOc1nc(-c2ccc(Cl)cc2Cl)ccc1C#N
33	Cc1ccc(OCc2nnc(SCC(=O)C(C)(C)C)n2Cc2ccco2)cc1
34	CC(C)c1ccc(CN(C(=O)C2COc3ccccc3O2)C2CCS(=O)(=O)C2)cc1 (stereo unspecified)
35	COc1ccc(CNc2nc3nc(C)c(Cl)c(=O)n3[nH]2)cc1OC
36	Cc1c(C(=O)NCCC2=CCCCC2)oc2ccc(S(=O)(=O)N3CCOCC3)cc12
screen / no.,31,32,33,34,35,36
IL1B NFkB pot cell count 2 µM,145,174,107,138,87,117
IL1B NFkB inh cell count 2 µM,145,174,107,138,87,117
IL1B NFkB pot,9,-2,22,-3,-6,15
MRP resist rev with doxorubicin,.,.,89,69,92,27
PLAP inhibition,7%,13%,-44%,-33%,-10%,-55%
MRP resist rev,.,.,8,-3,-2,-16
Bcl-B TR3 displacers,4%,4%,0%,-8%,-2%,6%
IL1B NFkB inh,-9,2,-22,3,6,-15
MRP resist rev cytotoxicity,.,.,97,66,90,10

The list goes on, overlapping the part above by four compounds.
33	Cc1ccc(OCc2nnc(SCC(=O)C(C)(C)C)n2Cc2ccco2)cc1
34	CC(C)c1ccc(CN(C(=O)C2COc3ccccc3O2)C2CCS(=O)(=O)C2)cc1 (stereo unspecified)
35	COc1ccc(CNc2nc3nc(C)c(Cl)c(=O)n3[nH]2)cc1OC
36	Cc1c(C(=O)NCCC2=CCCCC2)oc2ccc(S(=O)(=O)N3CCOCC3)cc12
37	Cc1nnc(SCC(=O)N2CCCCC2)s1
38	COC(=O)CSc1nnc(CNC(=O)c2ccc(S(=O)(=O)N3CCCCC3)cc2)n1C
39	COc1ccc(Nc2ncccc2C(=O)NCc2ccccc2)cc1
40	CC(C)Cc1nnc(NS(=O)(=O)c2ccc(Cl)cc2)s1
41	Cc1cc(C)n2nc(/C(C#N)=C/c3ccccc3)c(C#N)c2n1
42	O=S1(=O)CC(O)C(N2CCCCC2)C1 (stereo unspecified)
screen / no.,33,34,35,36,37,38,39,40,41,42
IL1B NFkB pot cell count 2 µM,107,138,87,117,110,114,55,53,200,120
IL1B NFkB inh cell count 2 µM,107,138,87,117,110,114,130,53,200,120
IL1B NFkB pot,22,-3,-6,15,3,-4,6,37,26,19
MRP resist rev with doxorubicin,89,69,92,27,83,90,94,88,.,100
PLAP inhibition,-44%,-33%,-10%,-55%,.,-7%,-23%,-15%,5%,.
MRP resist rev,8,-3,-2,-16,23,1,20,4,.,2
Bcl-B TR3 displacers,0%,-8%,-2%,6%,.,-10%,-2%,-2%,-3%,.
IL1B NFkB inh,-22,3,6,-15,-3,4,0,-37,-26,-19
MRP resist rev cytotoxicity,97,66,90,10,106,91,114,92,.,103

Results in sequence from the list.
IL1B NFkB pot, nos. 27 to 36: ., -10, -12, 4, 9, -2, 22, -3, -6, 15
IL1B NFkB pot cell count 2 µM, nos. 27 to 36: ., 184, 155, 211, 145, 174, 107, 138, 87, 117

(list continues)
43	Cc1ccc(-n2ncc3c(=O)n(CC(=O)NC4CCCCC4)cnc32)cc1C
44	Cc1cc2cc(C(c3nnnn3Cc3ccccc3)N3CCc4ccccc43)c(=O)[nH]c2cc1C (stereo unspecified)
45	C=CCN1C(=O)/C(=C\c2ccc(C)cc2)N=C1SCC(=O)NCCC
46	CCOc1ccccc1C(=O)N/N=C/c1cccc2cccnc12
47	Cc1noc(C)c1CSc1nnc(-c2ccncc2)n1-c1cccc(Cl)c1C
48	O=C(CSc1n[nH]c(-c2ccccc2)n1)Nc1ccc(Br)cn1
screen / no.,43,44,45,46,47,48
IL1B NFkB pot cell count 2 µM,104,158,171,185,.,101
IL1B NFkB inh cell count 2 µM,104,158,171,185,.,101
IL1B NFkB pot,3,-10,17,2,.,-1
MRP resist rev with doxorubicin,118,61,.,.,94,73
PLAP inhibition,1%,-46%,15%,-72%,-42%,.
MRP resist rev,-5,11,.,.,-9,5
Bcl-B TR3 displacers,-2%,-19%,-4%,-13%,-3%,.
IL1B NFkB inh,-3,10,-17,-2,.,1
MRP resist rev cytotoxicity,113,72,.,.,85,78

49	O=C(NCc1csc(-c2ccccc2)n1)c1ccco1
50	COCCn1c(N)c(C(=O)Nc2sc3c(c2C(=O)OC)CCCC3)c2nc3ccccc3nc21
51	COc1ccc(CNC(=O)Cn2cc([N+](=O)[O-])nc2C)cc1
52	O=C(Nc1nnc(C2CC2)s1)c1cccc(S(=O)(=O)N2CCc3ccccc32)c1
53	C=CCSc1ccsc1C(=O)O
54	O=C(Nc1ccccc1)N1C(=O)C2(OCCO2)c2ccccc21
screen / no.,49,50,51,52,53,54
IL1B NFkB pot cell count 2 µM,194,163,198,159,129,120
IL1B NFkB inh cell count 2 µM,194,163,198,159,129,120
IL1B NFkB pot,11,4,20,7,3,26
MRP resist rev with doxorubicin,91,83,.,101,.,96
PLAP inhibition,-3%,-42%,5%,-41%,-19%,12%
MRP resist rev,8,-41,.,-23,.,-7
Bcl-B TR3 displacers,-10%,-9%,-4%,-12%,1%,-2%
IL1B NFkB inh,-11,-4,-20,-7,-3,-26
MRP resist rev cytotoxicity,99,43,.,79,.,89

Assay outcomes deposited in PubChem BioAssay by several laboratories.

Only part of the results is shown. The share of hits here may be higher or lower than overall.
